# STAT1 inh: reduces IFN-gamma driven STAT1 reporter signal; NIH 3T3 STAT1-luciferase reporter, luminescence; inhibition, % at 5.5 µM; hit rate 0.35% among 200,000; AID 920;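 active means inhibition above a set limit, the mean inhibition across all tested compounds plus 3 SD, cut at about 34% in these data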;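 further: 0% = IFN-gamma with DMSO and 100% = IFN-gamma with 300 µM nifuroxazide; values of inactives mirror those of a sister screen read the other way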
# APP 5UTR inh: APP translation inhibition | SH-SY5Y APP 5'UTR-luciferase reporter, luminescence | inhibition, % at 2 µM | hit rate 0.82% among 190,000;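 active means inhibition above a set limit, derived from the sample mean plus 3 SD, cut at about 45% in these data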; further: values of inactives mirror those of a sister screen read the other way
# APP 5'UTR act: activates APP 5'UTR luciferase reporter. SH-SY5Y APP 5'UTR luciferase reporter, luminescence; zero percent = DMSO vehicle wells. activation, % at 2 µM. hit rate 1% among 190,000. AID 1276;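 active means activation above a set limit, based on mean plus 3 SD of controls, cut at about 140% in these data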; further: values of inactives mirror those of a sister screen read the other way
# FLuc inhib CS: Photinus pyralis luciferase inhibition counter-screen. P08659. ATPLite firefly luciferase biochemical luminescence, 10 min. inhibition, % at 10 µM. hit rate 1.5% among 200,000. AID 1006;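 active means inhibition above about 50% when tested at 10 µM, limit read from the data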
# Target sequence (P08659 whole entry, looked up): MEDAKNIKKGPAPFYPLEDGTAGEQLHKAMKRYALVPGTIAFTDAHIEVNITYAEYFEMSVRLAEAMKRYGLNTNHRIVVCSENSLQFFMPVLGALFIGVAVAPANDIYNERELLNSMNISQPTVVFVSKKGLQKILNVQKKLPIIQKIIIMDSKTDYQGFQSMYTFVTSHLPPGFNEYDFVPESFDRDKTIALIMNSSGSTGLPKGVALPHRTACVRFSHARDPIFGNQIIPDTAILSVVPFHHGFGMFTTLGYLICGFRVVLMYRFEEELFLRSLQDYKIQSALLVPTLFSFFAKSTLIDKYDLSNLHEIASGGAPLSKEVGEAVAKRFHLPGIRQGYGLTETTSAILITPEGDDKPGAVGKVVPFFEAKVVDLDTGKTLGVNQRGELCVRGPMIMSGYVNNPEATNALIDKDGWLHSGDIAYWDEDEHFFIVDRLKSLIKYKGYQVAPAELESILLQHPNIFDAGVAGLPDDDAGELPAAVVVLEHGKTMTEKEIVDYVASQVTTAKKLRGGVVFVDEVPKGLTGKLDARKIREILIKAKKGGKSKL
# Hsp70 activator: switches on Hsp70 transcription | hit rate 0.04% among 200,000 | activation, % at 10 µM | HeLa Hsp70 promoter luciferase reporter, luminescence; scaled: vehicle 0, proteasome-inhibitor control 100%;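 active means activation above the mean across all tested compounds plus 3 SD, cutoff set per campaign, cut at about 5.5% in these data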;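 further: 100% = MG132 at 30 µM as the positive control and 0% = DMSO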
# STAT1 activator: STAT1 signaling activation; hit rate 2.6% among 200,000; NIH 3T3 STAT1-luciferase reporter, IFN-gamma, luminescence; 100% = IFN-gamma alone, no compound; activation (% of control), % at 5.5 µM;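 active means activation above the screen-wide mean activation plus 3 SD, cut at about 130% in these data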;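 further: raw ratio to IFN-gamma control signal so 100% means no change and 0% no light; values of inactives mirror those of a sister screen read the other way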
# STAT3 blocker: inhibitors of IL-6 induced STAT3 signaling; hit rate 0.89% among 190,000; U3A cells, IL-6 STAT3-luciferase reporter, luminescence; host cell line lacks STAT1; AID 862; inhibition, % at 5.5 µM;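 active means inhibition above the mean inhibition across all screened compounds plus 3 SD, cut at about 44% in these data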;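 further: 0% = DMSO only wells and 100% = 100 µM nifuroxazide control wells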
# STAT3 activator: activators of IL-6 induced STAT3 signaling | U3A cells, IL-6 STAT3-luciferase reporter, luminescence; 100% = signal with IL-6 EC80 alone | activation (% of control), % at 5.6 µM | hit rate 0.91% among 190,000 | AID 871;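 active means activation above the screen-wide mean of compound activation plus 3 SD, cut at about 130% in these data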;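 further: 0% = background luminescence of wells with medium and substrate only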
#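 Material: human U3A cells carrying STAT3-luciferase construct. Measured by: reporter luminescence signal. Timing: compound 1 h, then IL-6 6 h at 37 °C.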
# RAM inhibit: blocks the yeast RAM network. S. cerevisiae dse1pr::URA3 reporter, 5-FOA growth OD615, 2 d; analog-sensitive cbk1-as2 kinase mutant strain. inhibition, % at 50 µM. hit rate 1.8% among 190,000. AID 868;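 active means inhibition above a set limit, 3 SD over mean compound inhibition, cut at about 8.4% in these data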;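 further: 0% = DMSO-only wells with no growth and 100% = 10 µM 1-NA-PP1 full growth; inhibition rescues growth on 5-FOA so higher OD means more RAM inhibition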
# NF-kB expr up: compounds increasing NF-kB expression in human neuronal cells; NF-kB reporter expression; hits give high values; fold change at 12.5 µM; hit rate 1.6% among 190,000; AID 1239; in the data active means fold change above about 3.3
# Active calls of the source: *; / = not tested or not shown.
# Every second line gives: STAT1 inh	APP 5UTR inh	APP 5'UTR act	FLuc inhib CS	Hsp70 activator	STAT1 activator	STAT3 blocker	STAT3 activator	RAM inhibit	NF-kB expr up
CC(C)c1nc(C(=O)N2CCc3c([nH]c4ccccc34)C2c2ccccn2)cs1 (stereo not drawn)
  -2	0	0	-1	-0.2	100	10	98	0.3	1
CCOC(=O)N1CCC(NC(=O)c2cc(C(=O)NCC(OC)OC)ccc2CO)CC1
  3	/	/	-5	-0.5	97	9	98	1.4	1
C=CCN1C(=O)CSc2ccc(C(=O)OCC)cc21
  1	25	-25	-4	-0.3	99	24	81	1.2	1.3
Cc1ccc(-c2cc(-c3ccccc3)[nH]c(=S)c2C#N)cc1
  -3	-11	11	-7	-0.2	103	-3	107	3.7	1.1
CC1(C)NC(=O)N(CCOCCOc2ccc3ccccc3c2Br)C1=O
  7	-10	11	-2	0.1	94	-8	110	1.3	1.1
Cc1ccc(-n2cc(C(=O)c3cc(Cl)ccc3O)cc(C#N)c2=O)cc1
  3	1	-1	-1	-0.3	97	8	97	1.4	0.82
CCOC(=O)N1CCN(c2c(NCCCN(CC)CC)c(=O)c2=O)CC1
  -1	-13	13	-1	-0.2	101	4	100	0.1	1
COC(=O)c1oc2ccc(Br)cc2c1NC(=O)CCN1CCOCC1
  -3	-5	5	-10	-0.2	103	5	99	0.5	0.99
c1cnc2ccc(C(c3nnnn3C3CCCCC3)N3CCN(C4CCCCC4)CC3)cc2c1 (stereo not drawn)
  10	9	-9	/	-0.3	91	-9	110	/	/
Cc1ccc(/C=C2/SC(=O)NC2=S)o1
  -14	-28	28	5	-0.2	112	-6	106	1.1	0.97
CC(C)(C)NC(=O)C[n+]1ccc(C(N)=O)cc1
  7	-6	6	-3	-0.2	92	0	102	1.8	6.2*
COc1ccc2c(c1)C(=O)[C@@H](OC(=O)NCc1ccc3c(c1)OCO3)[C@H](c1ccc(OC)c(Br)c1)O2
  -9	7	-7	-5	-0.1	109	-2	99	5.1	0.69
Cc1ccc(CN2C(=O)CCC2(C)C(=O)NCc2cccnc2)cc1 (stereo not drawn)
  -4	/	/	3	-0.3	111	-3	103	1.5	0.95
CCOC(=O)Cc1cc(=O)n2[nH]c(C)c(-c3ccccc3)c2n1
  -8	0	0	-5	-0.6	107	-6	108	0.4	1.1
COc1ccc(OCc2nc3ccccc3[nH]2)cc1
  -18	/	/	70*	0.1	117	2	104	-0.5	4*
Oc1ccc(CN2CCN(c3ccccc3)CC2)c2cccnc12
  2	-7	7	-5	0.1	93	-11	112	1.5	0.85
O=c1cc2c(nn1Cc1ccc(Cl)cc1)-c1ccccc1CC2
  -4	19	-19	-3	-0.1	104	16	91	1.2	0.89
COc1ccc(CC(=O)c2cc(OC)c(OC)cc2CC(=O)O)cc1OC
  6	-7	7	-5	-0.2	95	9	100	2.1	1.1
CN(C)c1oc(-c2ccccc2)nc1C#N
  -4	7	-7	-3	0.3	104	15	91	3.1	1.2
O=[N+]([O-])C1=C(Nc2cccc3ccccc23)CS(=O)(=O)C1
  -6	7	-7	-7	-0.2	105	1	104	1.4	1.1
O=C1OCCC1Sc1nc2ccccc2s1 (stereo not drawn)
  -5	8	-8	-5	-0.3	106	-2	104	1.0	1.3
COCCOc1ccc(C(F)(F)F)cc1NC(=O)c1ccccc1
  -6	14	-14	-1	-0.4	106	7	93	1.4	0.87
Oc1ccccc1CNc1ccc(OC(F)(F)F)cc1
  -10	-36	36	-3	-0.1	107	17	89	-0.4	2.2
COc1ccccc1Cn1cccc1C=O
  -3	1	-1	-8	0.2	101	9	98	0.4	1
CC(C)COc1ccc(C(=O)Nc2scc(-c3ccc(Cl)cc3Cl)c2C(N)=O)cc1
  -1	10	-10	-1	0.1	101	49*	67	2.1	0.82
COc1cccc(/C=C2\N=C(c3c(-c4ccccc4)noc3C)OC2=O)c1OC
  2	-32	32	2	-0.1	98	6	99	2.4	1.1
Cc1ccc(S(=O)(=O)N2C(=O)CCC2C(=O)N2CCN(C)CC2)cc1 (stereo not drawn)
  -2	-20	20	-1	-0.2	102	-1	103	3.5	1.3
C=CCn1c(SCc2cc(=O)n3cc(C)ccc3n2)nnc1-c1cccc(C)c1
  -4	5	-5	0	-0.5	104	-3	100	2.0	0.95
CCOc1cccc(C(=O)Nc2cccc(NC(=O)c3ccco3)c2)c1
  14	8	-8	0	0.0	85	14	90	2.0	0.72
CSc1cccc(NC(=S)N(C(C)C)C(C)c2ccccn2)c1 (stereo not drawn)
  -1	2	-2	-9	0.0	99	7	100	1.7	1.1

# NF-kB expr up: what is marked active above.
structure | STAT1 inh | APP 5UTR inh | APP 5'UTR act | Hsp70 activator | STAT1 activator | STAT3 activator | RAM inhibit | NF-kB expr up
CC(C)(C)NC(=O)C[n+]1ccc(C(N)=O)cc1 | 7 | -6 | 6 | -0.2 | 92 | 102 | 1.8 | 6.2*
COc1ccc(OCc2nc3ccccc3[nH]2)cc1 | -18 | / | / | 0.1 | 117 | 104 | -0.5 | 4*

# The main list resumes, repeating the six entries before the break.
# Every second line gives: STAT1 inh	APP 5UTR inh	APP 5'UTR act	FLuc inhib CS	Hsp70 activator	STAT1 activator	STAT3 blocker	STAT3 activator	RAM inhibit	NF-kB expr up
CC(C)COc1ccc(C(=O)Nc2scc(-c3ccc(Cl)cc3Cl)c2C(N)=O)cc1
  -1	10	-10	-1	0.1	101	49*	67	2.1	0.82
COc1cccc(/C=C2\N=C(c3c(-c4ccccc4)noc3C)OC2=O)c1OC
  2	-32	32	2	-0.1	98	6	99	2.4	1.1
Cc1ccc(S(=O)(=O)N2C(=O)CCC2C(=O)N2CCN(C)CC2)cc1 (stereo not drawn)
  -2	-20	20	-1	-0.2	102	-1	103	3.5	1.3
C=CCn1c(SCc2cc(=O)n3cc(C)ccc3n2)nnc1-c1cccc(C)c1
  -4	5	-5	0	-0.5	104	-3	100	2.0	0.95
CCOc1cccc(C(=O)Nc2cccc(NC(=O)c3ccco3)c2)c1
  14	8	-8	0	0.0	85	14	90	2.0	0.72
CSc1cccc(NC(=S)N(C(C)C)C(C)c2ccccn2)c1 (stereo not drawn)
  -1	2	-2	-9	0.0	99	7	100	1.7	1.1
CCn1cc(CNC(=S)Nc2cccc(Cl)c2C)cn1
  2	-2	2	-3	0.0	99	5	104	1.7	1.4
CN(c1ccc(OCC(=O)OCC(=O)NC2CCCC2)cc1)S(=O)(=O)c1ccc2ccccc2c1
  13	-7	7	-6	-0.3	87	-6	104	5.8	1.4
CC(C)CCn1c(CN2CCN(Cc3ccccc3)CC2)nc2c1c(=O)n(C)c(=O)n2C
  7	-2	2	-3	-0.3	93	4	100	4.4	0.63
CC1=C(C(N)=O)C(c2ccc(Cl)cc2)NC(=O)N1 (stereo not drawn)
  -4	-15	15	/	-0.1	104	3	101	2.7	1.3
CCO[C@@H]1OC(C(=O)NCc2nc3ccccc3[nH]2)=C[C@H](c2ccccc2)[C@H]1CCCO
  6	-5	5	-4	0.2	96	/	/	0.5	0.87
Cc1cc(C)c(OCCCCNCc2ccccc2)c(Cl)c1
  4	-5	5	-5	-0.7	96	2	104	-0.9	0.98
N=c1c(-c2nc3ccccc3[nH]2)cc(C(=O)c2cccs2)nn1-c1ccc(Cl)cc1
  6	-20	20	/	-0.3	94	14	90	/	/
CN(C)CCNc1oc(/C=C/c2ccccc2)nc1C#N
  0	-10	10	-2	-0.3	100	-4	103	0.0	1.7
CCCc1nc2n[nH]c(N)c2c2c1COC(C)(C)C2
  -2	3	-3	-5	-0.2	102	-18	118	2.9	1.1
CCN(/N=C/c1cccs1)c1cc(=O)n(C)c(=O)[nH]1
  -1	19	-19	-2	0.0	101	3	99	0.2	1.4
Cn1c(O)c(C=Nc2ccc(Br)cc2)sc1=O
  -65	-165	165*	0	0.2	160*	2	100	2.8	1.9
COc1cccc2cc(-c3nnc(SCC(=O)Nc4nc(C)cs4)n3C)oc12
  -5	1	-1	-3	-0.1	104	-2	103	3.7	0.89
[O-][n+]1c2c(nn1-c1ccccc1)/C(=N/O)CCC2
  -1	0	0	-3	0.0	101	9	98	1.8	/
CC(=O)Nc1ccc(S(=O)(=O)Oc2ccc(C=O)cc2)cc1
  2	-5	5	-8	-0.4	98	10	94	0.3	0.9
NC(=O)NOCc1ccccc1
  11	7	-7	0	-0.1	88	10	95	0.5	1.4
CC1(CCc2ccccc2)NC(=S)N(c2ccc(Cl)cc2)N1 (stereo not drawn)
  -13	-12	12	0	0.4	112	-4	107	-0.1	1.7
COc1ccc(NC(=O)[C@H](CCS(C)(=O)=O)N2Cc3ccccc3C2=O)c(OC)c1
  6	13	-13	-6	-0.1	95	14	95	0.7	0.93
COC(=O)c1c(NC(=O)CSc2nnc3ccccn23)sc2c1CCC2
  -1	-2	2	-7	-0.2	101	-4	101	2.0	1.3
CCOC(=O)c1c(C)[nH]c(C)c1-c1ccccc1OC
  0	-1	1	2	-0.3	100	11	98	0.1	0.91
COc1ccc(Cn2c(=O)[nH]c3cc(C(=O)NCCCN4CCCCC4)ccc3c2=O)cc1
  -7	8	-8	-10	-0.1	107	1	104	0.5	0.86
O=C(CSc1nnc(-c2ccccc2F)n1C1CCCCC1)N1CCCC1
  2	-16	16	-3	0.6	98	5	101	0.7	1.1
Cc1cccc(C(C)C)c1NC(=O)COC(=O)Cc1ccsc1
  5	-14	14	-6	-0.3	96	31	76	-0.5	1.1
C/C(=N\NC(N)=S)C1C2C3CC4C5CC(C42)C1C53 (stereo not drawn)
  -19	4	-4	-1	-0.3	117	6	96	-0.5	1.4
Cc1cc(C)c(C(=O)COC(=O)[C@H](C)Nc2ccc(C(F)(F)F)cc2[N+](=O)[O-])c(C)c1
  -2	13	-13	-5	-0.4	102	0	101	6.4	1.1
CSc1nnc(-c2cc3c(-c4ccccc4)nn(C)c3s2)n1C
  -5	7	-7	-5	-0.3	104	14	91	2.9	0.53
Cc1cccc2cc(CN(Cc3nnnn3Cc3ccccc3)C3CCCC3)c(=O)[nH]c12
  5	5	-5	-6	0.0	95	-34	132	0.9	0.68
Cc1nc(NC(=O)CCl)sc1C(=O)N(C)C
  15	2	-2	-3	0.0	85	12	91	0.6	2.4
CC(NC(=O)C1CCN(S(=O)(=O)c2cc([N+](=O)[O-])ccc2Cl)CC1)c1ccccc1 (stereo not drawn)
  11	3	-3	-6	-0.1	90	-7	104	3.9	1
CCn1c(CNC(=O)c2ccco2)nnc1SCC(=O)Nc1cc(C)c(C)cc1Br
  2	-4	3	-1	-0.4	97	-5	104	6.5	1.1
O=C(Nc1ccccc1)C1(c2ccccc2)CC1(Cl)Cl (stereo not drawn)
  -5	-1	1	5	-0.4	104	3	100	6.7	1.2

# Bioassay records (PubChem BioAssay)
